PrPC TRFRET – inhibitors of human cell surface prion protein PrPC. TR-FRET read-out. AID 720596. 0.43% of 370,000 active. inhibition, % at 13.8 µM; in the data active = inhibition above about 24%; note: 0% = median of the test wells and 100% = reference compound wells
MazF activator – increases E. coli MazEF RNase cleavage of RNA | P0AE70 | FAM/BHQ RNA-DNA oligo cleavage fluorescence, 5 h | activation, % at 20 µM | 0.32% of 350,000 active | AID 504720; in the data active = activation above about 50%
BoNT-A LC inh2 – BoNT A light chain protease inhibition. AID 588499. multiplex microsphere protease substrate cleavage, flow cytometry. inhibition, % at 10 µM. 0.17% of 360,000 active; note: plate controls were buffer without enzyme for full effect and enzyme alone for no effect
SARS 3CLpro inh – SARS-CoV 3CLpro protease inhibition. recombinant SARS-CoV 3CLpro, quenched FRET peptide cleavage. 0.14% of 290,000 active. inhibition, % at 6 µM. AID 1706. P0C6X7; in the data active = inhibition above about 12%
BoNT-F LC inh – inhibitors of Botulinum neurotoxin F light chain protease. Multiplex microsphere protease cleavage assay, flow cytometry. inhibition, % at 10 µM. 0.22% of 360,000 active; in the data active = inhibition above about 35%, passing the limit was not always enough; inconclusive = no clear call, values can overlap the other calls; note: plate controls were buffer without enzyme for full effect and enzyme alone for no effect
DUSP3 inh – blocks human VHR1 dual specificity phosphatase. 0.52% of 290,000 active. recombinant VHR phosphatase, pNPP absorbance. AID 1654. P51452. inhibition, % at 13.3 µM; in the data active = inhibition above about 50%; note: some compounds called inactive have numbers as strong as hits
Target sequence (P51452 whole entry, looked up): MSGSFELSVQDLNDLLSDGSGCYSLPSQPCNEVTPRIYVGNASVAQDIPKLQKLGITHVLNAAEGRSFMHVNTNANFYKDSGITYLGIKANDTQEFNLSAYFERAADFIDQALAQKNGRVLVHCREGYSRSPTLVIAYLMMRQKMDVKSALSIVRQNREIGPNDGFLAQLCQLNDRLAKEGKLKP
Rv3671c inh – inhibitors of M. tuberculosis serine protease Rv3671c; inhibition, % at 5.96 µM; 0.048% of 320,000 active; P9WHR9; in the data active = inhibition above about 38%;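 note: extracellular domain of Rv3671c used as enzyme; 0% = enzyme with DMSO and 100% = no enzyme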
CCHF vOTU inh – blocks the CCHF virus ovarian tumor domain protease. inhibition, % at 11.5 µM. AID 651958. CCHFV vOTU protease, Pep-AMC fluorescence. 0.55% of 370,000 active; in the data active = inhibition above about 30%; note: 0% = vehicle wells with enzyme and 100% = no enzyme wells
SSB-PriA inh – blocks PriA binding to SSB C-terminal tail. AlphaScreen SSBct-PriA binding, biotinylated peptide. 0.6% of 430,000 active. AID 1272365. inhibition, % at 33 µM; in the data active = inhibition mostly above about 37%, no sharp cut-off; inactive = mostly below about 20%;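 note: plate controls were negative control peptide for no effect and reference peptide for full effect; strong numbers were not always called active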
Anthrax LF inh2 – blocks Bacillus anthracis lethal factor protease. inhibition, % at 10 µM. 0.12% of 360,000 active. multiplex microsphere protease cleavage assay, LF; note: plate controls were buffer without enzyme for full effect and enzyme alone for no effect
Target sequence (P15917 whole entry, looked up): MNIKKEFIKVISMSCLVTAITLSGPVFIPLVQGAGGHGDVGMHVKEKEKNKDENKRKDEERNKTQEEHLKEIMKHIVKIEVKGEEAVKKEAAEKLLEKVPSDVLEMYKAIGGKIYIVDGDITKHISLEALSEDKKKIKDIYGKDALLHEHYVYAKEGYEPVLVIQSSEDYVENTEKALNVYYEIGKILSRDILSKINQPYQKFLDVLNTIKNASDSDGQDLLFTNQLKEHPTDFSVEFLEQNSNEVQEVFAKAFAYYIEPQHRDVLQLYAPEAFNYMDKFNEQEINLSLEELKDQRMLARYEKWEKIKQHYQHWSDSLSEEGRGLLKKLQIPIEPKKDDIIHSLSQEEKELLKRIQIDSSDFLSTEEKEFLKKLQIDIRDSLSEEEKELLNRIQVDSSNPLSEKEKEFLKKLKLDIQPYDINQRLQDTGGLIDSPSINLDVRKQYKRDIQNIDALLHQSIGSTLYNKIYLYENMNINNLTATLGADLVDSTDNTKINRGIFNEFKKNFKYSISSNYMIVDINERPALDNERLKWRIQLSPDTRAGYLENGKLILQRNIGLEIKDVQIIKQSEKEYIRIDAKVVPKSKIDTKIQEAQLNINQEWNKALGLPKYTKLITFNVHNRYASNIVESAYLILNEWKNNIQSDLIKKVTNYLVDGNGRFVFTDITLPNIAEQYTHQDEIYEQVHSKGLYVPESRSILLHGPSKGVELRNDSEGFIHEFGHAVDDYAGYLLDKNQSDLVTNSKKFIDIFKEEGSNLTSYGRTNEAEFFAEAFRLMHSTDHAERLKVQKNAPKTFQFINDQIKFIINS
An asterisk follows results filed as active; ? = inconclusive; · = not tested or not shown; & = joins results of further samples. Cut-off read from the data, not from the text of the source, unless noted: active = inhibition above about 30%; inconclusive = no clear call, values can overlap the other calls; inactive = below that.

SMILES | PrPC TRFRET | MazF activator | BoNT-A LC inh2 | SARS 3CLpro inh | BoNT-F LC inh | DUSP3 inh | Rv3671c inh | CCHF vOTU inh | SSB-PriA inh | Anthrax LF inh2
COc1cc(CNc2ccc(CNc3ncn[nH]3)cc2)ccc1OCc1ccccc1 | 8 | -4 | -0.4 | -2 | -7 | 13 | 5 | -4 | 5 | -4
O=C(NCC(c1ccco1)N1CCc2ccccc21)c1ccccc1Br (centres undefined) | 4 | -9 | -1.2 | · | 18 | · | -5 | -1 | 6 | -4
O=C(CNC(=O)Cc1ccccc1)NCC(=O)OCC(=O)c1ccc(F)cc1 | -13 | 2 | -0.2 | 4 | -4 | -7 | 1 | 2 | 3 | -3
COc1cc(CN2CCCC(CCC(=O)NCc3ccc(C)o3)C2)cc2c1OCO2 (centres undefined) | -10 | 1 | -1.0 | -4 | 2 | 13 | 0 | -13 | 7 | -1
CCCCCCCN1CCN=C1Nc1ccccc1 | -9 | -8 | -0.4 | · | -7 | · | -5 | -7 | -16 | -4
Cc1ccc(C)c(NC(=O)CN(C)C(=O)c2nn(C)c(=O)c3ccccc23)c1 | 2 | 1 | 0.0 | -1 | 2 | 6 | 0 | -13 | -15 | -2
CCCn1c(N)c(C(=O)CSc2nnc3ccccn23)c(=O)n(C)c1=O | -9 | 0 | 0.1 | · | 2 | · | · | -2 | -15 | ?
CCCC(c1nnnn1C1CCCC1)N1CCN(C(=O)c2ccco2)CC1 (centres undefined) | -1 | 1 | -0.1 | -1 | 5 | 22 | -2 | -1 | 10 | 2
CCOC(=O)C1CCN(c2ncnc3c2cnn3-c2ccccc2)CC1 | 11 | -7 | -0.9 | 1 | -8 | 15 | 0 | 10 | -9&-31 | -4
COC(=O)c1cc2c(cc1NC(=O)CSCCc1ccccn1)OCO2 | -7 | -4 | · | -6 | · | -4 | -4 | 14 | 0 | ·
Nc1nc2ccc(C(=O)Nc3ccccc3)cc2s1 | -2 | -11 | -1.4 | 2 | 8 | 28 | -8 | -3 | -1 | -1
CCc1nnc(NC(=O)CSc2nnc(-c3ccoc3C)n2-c2cccc(C)c2)s1 | 4 | -2 | -0.1 | -4 | 9 | 14 | 4 | 13 | 4 | -4
Cc1ccc(S(=O)(=O)NC(=O)NCc2ccc(Cl)cc2)cc1 | -2 | 6 | -0.1 | -2 | -8 | 4 | 3 | 5 | -12 | 0
Cc1ccc(C2CC(=O)C(C=NCCN3CCN(C(=S)Nc4ccccc4)CC3)=C(O)C2)cc1 (centres undefined) | 10 | 1 | -0.7 | -5 | 0 | 19 | -7 | -10 | 3 | 1
C=CCn1c(=O)c2c(nc3n2CCCN3CCc2ccc(OC)c(OC)c2)n(C)c1=O | 1 | 14 | 1.9 | -3 | -22 | -4 | · | -4 | -2 | 8
O=C(O)COc1ccc(/C=N/NC(=O)C2CCCN2S(=O)(=O)c2ccc(Cl)cc2)cc1 (centres undefined) | 0 | -1 | 0.2 | -1 | -11 | 3 | -6 | 9 | · | -2
O=Cc1c[nH]c2ccc(S(=O)(=O)N3CCOCC3)cc12 | -3 | 0 | 0.2 | 1 | -7 | 37 | -8 | 4 | -9 | 0
CCOc1ccccc1NC(=O)c1ccc(S(=O)(=O)N2CCOCC2)cc1 | 6 | -5 | 0.3 | 4 | -8 | 15 | -6 | -7 | 7 | -4
CCc1ccc(N2CC(C(=O)N3CCN(c4ccccn4)CC3)CC2=O)cc1 (centres undefined) | -1 | 4 | -0.8 | · | -11 | · | 1 | 22 | 4 | -4
COc1ccc(NC(=O)CN(C)C(=O)c2cc3c(s2)CCC(C)C3)cc1 (centres undefined) | 1 | 0 | -1.0 | 0 | -8 | 10 | -6 | 0 | -13 | -4
COC1CCCCC1NS(=O)(=O)c1ccc(Cl)cc1 (centres undefined) | 4 | 10 | -0.1 | -1 | -8 | -26 | 5 | 14 | -20 | 1
COc1ccc(C=O)cc1COc1ccccc1F | 5 | -15 | -0.2 | 2 | 1 | -8 | -3 | -12 | -28 | 0
O=S(=O)(c1cccc(-c2nnc(-c3cccnc3)o2)c1)N1CCCCC1 | 6 | 7 | ? | -1 | 1 | 22 | 10 | -9 | -7 | 0
COc1ccc(CNC(=O)COC(=O)CN2C(=O)C3CC=CCC3C2=O)cc1 (centres undefined) | 1 | -1 | 0.0 | · | -8 | · | 0 | 23 | -12 | 2

The final 4 entries of the section before come first, to join the parts.
SMILES | PrPC TRFRET | MazF activator | BoNT-A LC inh2 | SARS 3CLpro inh | BoNT-F LC inh | DUSP3 inh | Rv3671c inh | CCHF vOTU inh | SSB-PriA inh | Anthrax LF inh2
COC1CCCCC1NS(=O)(=O)c1ccc(Cl)cc1 (centres undefined) | 4 | 10 | -0.1 | -1 | -8 | -26 | 5 | 14 | -20 | 1
COc1ccc(C=O)cc1COc1ccccc1F | 5 | -15 | -0.2 | 2 | 1 | -8 | -3 | -12 | -28 | 0
O=S(=O)(c1cccc(-c2nnc(-c3cccnc3)o2)c1)N1CCCCC1 | 6 | 7 | ? | -1 | 1 | 22 | 10 | -9 | -7 | 0
COc1ccc(CNC(=O)COC(=O)CN2C(=O)C3CC=CCC3C2=O)cc1 (centres undefined) | 1 | -1 | 0.0 | · | -8 | · | 0 | 23 | -12 | 2
CCOCc1c(C(=O)N2CCN(CC(=O)Nc3ccc(F)cc3)CC2)oc2ccccc12 | -6 | -2 | -2.3 | · | 2 | · | · | 0 | -2 | 3
COc1cccc2[nH]c(C(=O)NCCc3ccccc3)cc12 | -7 | 13 | 0.9 | 1 | 15 | 2 | · | -8 | 5 | 5
Cc1ccccc1C(=O)OCC(=O)Nc1cccc(S(=O)(=O)NC2=NCCC2)c1 | -1 | 3 | -0.3 | · | 0 | · | -3 | -2 | -8 | -3
Cc1cc(C)c(NC(=O)CNC(=O)COC(=O)CNC(=O)c2ccc(Cl)cc2Cl)c(C)c1 | 3 | 6 | · | · | · | · | -7 | -11 | 6 | ·
COC(=O)C1CCN(c2cc(Cl)nc(N)n2)CC1 | -2 | 4 | 0.8 | -4 | -5 | 22 | 14 | -9 | 2 | -5
CCCC(=O)C1=C(O)C(C(=O)OC)C(C)(C)CC1=NCCc1ccc(OC)c(OC)c1 (centres undefined) | 3 | 8 | -0.7 | 6 | -8 | -10 | 9 | 10 | -8 | -5
CCCCn1c(N)c(N(CCC(C)C)C(=O)CC2CCCCC2)c(=O)[nH]c1=O | 5 | 7 | -0.6 | · | 5 | · | 8 | -8 | 1 | 0
COc1cccc(CN2CCNC(=O)C2CC(=O)N(C)C2CCOCC2)c1 (centres undefined) | 2 | 6 | -0.6 | 0 | -4 | -2 | -6 | 6 | 3 | -2
O=S(=O)(c1ccc(Cl)s1)N1CCN(C/C=C/c2ccccc2)CC1 | -3 | -5 | · | -6 | · | -3 | -1 | 10 | -19 | ·
O=C(CCCN1C(=O)/C(=C/c2ccccc2Cl)SC1=S)NNC(=O)c1ccccc1 | -4 | -13 | -2.2 | -3 | -13 | 28 | -18 | -18 | -4 | -5
O=C(Cc1nc2ccccc2[nH]1)NCc1ccco1 | -8 | 7 | -0.9 | 2 | -14 | 14 | -5 | -5 | -24 | -1
Cc1cccc(Nc2ncnc(N)n2)c1 | -1 | 2 | -1.0 | 2 | -4 | 22 | -7 | -16 | -6 | -11
CN(C)C(=O)N1CCN(C(=O)N2CCOCC2)CC1 | -5 | 16 | 0.1 | -1 | -4 | -22 | 7 | -3 | 6 | -2
COc1ccc(Cl)cc1N1C(=O)CC(N2CCc3ccccc32)C1=O (centres undefined) | 11 | 0 | 0.9 | 0 | 15 | 12 | 6 | 13 | 3 | 2
CC(=O)N1CCCc2cc(S(=O)(=O)N3CCCC(C(=O)Nc4cccc(F)c4)C3)ccc21 (centres undefined) | 36* | 0 | -1.2 | -8 | -8 | 32 | -8 | 7 | 13 | 0
COC(=O)C1CCN(C(=O)COc2cc3sc(C)nc3c3sccc23)CC1 | 0 | 5 | -0.7 | 0 | 4 | 40 | 1 | 16 | 7 | 2
CC(=O)c1c(Cl)nc2ccc(Br)cc2c1-c1ccccc1 | 9 | 1 | · | 1 | · | 2 | -2 | -3 | -1 | ·
O=C(NCN1CCN(CCO)CC1)c1cnccn1 | -3 | 3 | 3.0 | -4 | 27 | -6 | 1 | -8 | 10&-3 | 6
Cc1ccc(NC(=O)CN2C(=O)C(=O)N(C3CCCC3)C2=O)c(Cl)c1 | 9 | 6 | 0.4 | · | -3 | · | -3 | 4 | -4 | -2
Cc1ccc(S(=O)(=O)N2CCC(=O)N(C(COCc3cccc(C)c3)Cc3ccccc3)CC2)cc1 (centres undefined) | 3 | -4 | -0.1 | 4 | 1 | -4 | 2 | 8 | -9 | 4
O=C(CCCn1ncn2c(cc3occc32)c1=O)N1CCc2ccccc2C1 | -4 | -5 | -0.2 | -4 | 2 | 13 | 11 | 9 | -11 | -1
CCOC(=O)c1ccc(NC(=O)CC2Sc3ncnn3C2=O)cc1 (centres undefined) | -3 | 2 | -1.2 | 1 | -8 | -22 | -14 | -7 | 5&0 | -1
N#Cc1ccccc1NS(=O)(=O)c1cc2c3c(c1)CCC(=O)N3CCC2 | 6 | 0 | -6.5 | · | ? | · | -1 | -4 | 6 | -3
O=C(COc1ccccc1)Nc1ccc(Cl)c(-c2nc3ncccc3o2)c1 | -8 | -3 | -2.0 | -3 | -21 | 9 | 3 | 8 | -6 | -1
CC(C)COC(=O)c1ccc(N2C(=O)c3ccccc3C2=O)cc1 | -1 | -1 | -1.0 | 1 | -10 | 21 | -3 | -3 | -12 | 1
Cc1ccc(-n2c(N)c(C(N)=O)sc2=S)c(C)c1 | -6 | -7 | 3.2 | 0 | 1 | 12 | 1 | 2 | 4 | 0
O=C(CN1C(=O)NC2(CCCC2)C1=O)NCc1ccc(Cl)cc1 | 1 | 2 | 0.4 | · | -4 | · | 9 | -1 | 4 | -6
CCNC(=S)N(CCc1c(C)[nH]c2ccc(C)cc12)Cc1ccco1 | -8 | 6 | 3.9 | -1 | -20 | -7 | 6 | 15 | 0 | -17
CN(C(=O)CCS(=O)(=O)c1ccc2c(c1)oc(=O)n2C)C1CCCCC1 | 3 | -2 | 0.2 | 4 | 1 | 27 | 6 | 4 | -20 | 0
O=C(CN1CCN(C(=O)c2ccccc2)CC1)NC(=O)NCCC1=CCCCC1 | 3 | 13 | 0.3 | · | -4 | · | 0 | -4 | -7 | 6
COc1ccc(CNC(=O)CN2CCN(c3cccc(C)c3C)CC2)cc1 | 12 | 7 | -1.9 | 4 | -20 | 5 | 6 | 23 | 1 | 1
O=C(NCCN1CCCCC1)Nc1ccc([N+](=O)[O-])cc1 | -13 | -1 | 2.8 | 3 | ? | 47 | -3 | 4 | -5 | 7
CCC[N+](CC#Cc1ccccc1)(CCC)CC(=O)c1ccc(Cl)cc1 | -3 | 12 | 3.6 | 6 | 6 | 4 | 0 | 14 | 2 | 3
CC(C)n1cnc2cc(NC(=O)c3ccco3)ccc21 | 4 | 5 | 1.3 | 0 | -18 | 22 | -11 | 5 | -2 | -3
O=S(=O)(c1ccc(Br)s1)N1CCN(c2ccnc3cc(Cl)ccc23)CC1 | -2 | -14 | -0.8 | 1 | 3 | -9 | -8 | 2 | 5 | -1
O=C(c1ccncc1)N1CCN(C(=O)c2ccco2)CC1 | 1 | 7 | 0.1 | -7 | -1 | 5 | 8 | 5 | -15 | -1
CCOCC(=O)Nc1cccc(SC)c1 | 7 | 1 | -0.9 | 4 | 1 | 20 | 7 | -2 | 10 | -8
CCOc1ccc(NC(=O)c2c(NC(=O)CNCCN3CCOCC3)sc3c2CCC3)cc1 | -13 | -4 | 1.2 | -10 | 0 | 11 | -21 | 16 | 28 | -1
CCOc1ccc(C(=O)Nc2ccc(N3CCN(S(C)(=O)=O)CC3)cc2)cc1[N+](=O)[O-] | 3 | 4 | -1.1 | -3 | 1 | 44 | -4 | 3 | -2 | -5

Source: PubChem BioAssay (several laboratories)

A portion of the library (hit frequency here may not be typical).
